# hcDAF12 agonist – H. contortus DAF-12 activation, primary screen. HEK293 hcDAF-12 lit1-tk-luc reporter, luminescence; 0% DMSO, 100% Δ7-dafachronic acid. AID 652067. 370,000 compounds, 1.4% hits. activation, % at 6.8 µM;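 active means activation above the mean of all tested compounds plus 3 SD, cut at about 5.5% in these data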;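 further: 100% = response to 3 µM Δ7-dafachronic acid high control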
# DAX1 inh-1 – blocks DAX1 repression of SF-1 activated StAR promoter. HEK293T StAR-luciferase reporter, SF-1/DAX-1 repression relief. inhibition, % at 6.8 µM. 370,000 compounds, 1.1% hits. AID 652010;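 active means inhibition above the mean over all tested compounds plus 3 SD, cut at about 3.6% in these data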;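 further: 0% = DAX-1 cells with DMSO and 100% = cells lacking DAX-1 with DMSO; higher inhibition means more luminescence from relief of DAX-1 repression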
# ADAM17 inh – inhibitors of human ADAM17; inhibition, % at 6.95 µM; recombinant ADAM17, EDANS/DABCYL FRET peptide cleavage; 370,000 compounds, 0.83% hits; AID 720648;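 active means inhibition above the mean of compounds lying between control limits plus 3 SD, set per campaign, cut at about 8.5% in these data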;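 further: 0% = DMSO-only wells as the low control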
# ssDAF12 agonist – activators of S. stercoralis DAF-12 nuclear receptor. HEK293 ssDAF-12/GRIP1 lit1-tk-luc reporter, luminescence; % of 3 µM dafachronic acid response. activation, % at 6.8 µM. 370,000 compounds, 1% hits;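 active means activation above the mean over all tested compounds plus 3 SD, cut at about 0.9% in these data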;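 further: 0% = DMSO-only wells and 100% = 3 µM delta7-dafachronic acid wells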
# PLCg1 inh – inhibitors of human phospholipase C gamma1; P19174; purified PLC-gamma1, fluorogenic substrate, fluorescence; inhibition, % at 12.2 µM; 370,000 compounds, 0.84% hits; in the data active means inhibition above about 9.5%
# Rev-erbA mod – modulates human Rev-erb alpha binding to DNA; 370,000 compounds, 0.79% hits; Rev-erbα–FITC-DNA binding, fluorescence polarization, 90 min; P20393; activity, % at 10 µM; AID 1259318;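 active means activity above about 14%, limit read from the data; passing the limit was not always enough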;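 further: 0% = DMSO wells with 35 nM protein and 100% = DMSO wells with 750 nM protein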
# SMARCA2 activ – activators of SMARCA2 function | MG213 cells, MMTV-luciferase reporter, dexamethasone, overnight | activation, % at 9.1 µM | 370,000 compounds, 1% hits | AID 652017; in the data active means activation above about 7.8%;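 further: 0% = vehicle wells and 100% = reference activator wells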
# MBD2 DNA inh – blocks human MBD2 binding to methylated DNA; TR-FRET, MBD2 binding to methylated oligonucleotide; AID 686964; Q9UBB5; 370,000 compounds, 0.31% hits; inhibition, % at 4.4 µM; in the data active means inhibition above about 13%
# DAX1 inh-2 – NR0B1 (DAX1) inhibition; P51843; HEK293 Gal4-DAX1 luciferase reporter, luminescence; inhibition, % at 6.75 µM; 340,000 compounds, 0.99% hits; AID 504766;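 active means inhibition above the mean over all tested compounds plus 3 SD, cut at about 4.2% in these data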;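 further: 0% = DAX1-transfected cells with DMSO and 100% = empty-vector control cells with DMSO; inhibition shows as a rise in luminescence from relieved DAX1 repression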
# hgDAF12 agonist – activates the H. glycines DAF-12 receptor ligand-binding domain; activation, % at 6.8 µM; 370,000 compounds, 1.8% hits; HEK293 GAL4-hgDAF12 UAS-luciferase reporter, agonist luminescence; normalized to butyrate control;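 active means activation above a cutoff set at the mean of all screened compounds plus 3 SD, cut at about 10% in these data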;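 further: 0% = DMSO wells and 100% = sodium butyrate wells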
# PLC-beta3 inh – inhibitors of human phospholipase C beta3 | Q01970 | Purified PLC-beta3, fluorogenic substrate, fluorescence | inhibition, % at 12.2 µM | 370,000 compounds, 0.18% hits; in the data active means inhibition above about 11%;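 further: 0% = median of compound wells on plate and 100% = full blocker control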
# Target sequence (Q01970 whole entry, looked up): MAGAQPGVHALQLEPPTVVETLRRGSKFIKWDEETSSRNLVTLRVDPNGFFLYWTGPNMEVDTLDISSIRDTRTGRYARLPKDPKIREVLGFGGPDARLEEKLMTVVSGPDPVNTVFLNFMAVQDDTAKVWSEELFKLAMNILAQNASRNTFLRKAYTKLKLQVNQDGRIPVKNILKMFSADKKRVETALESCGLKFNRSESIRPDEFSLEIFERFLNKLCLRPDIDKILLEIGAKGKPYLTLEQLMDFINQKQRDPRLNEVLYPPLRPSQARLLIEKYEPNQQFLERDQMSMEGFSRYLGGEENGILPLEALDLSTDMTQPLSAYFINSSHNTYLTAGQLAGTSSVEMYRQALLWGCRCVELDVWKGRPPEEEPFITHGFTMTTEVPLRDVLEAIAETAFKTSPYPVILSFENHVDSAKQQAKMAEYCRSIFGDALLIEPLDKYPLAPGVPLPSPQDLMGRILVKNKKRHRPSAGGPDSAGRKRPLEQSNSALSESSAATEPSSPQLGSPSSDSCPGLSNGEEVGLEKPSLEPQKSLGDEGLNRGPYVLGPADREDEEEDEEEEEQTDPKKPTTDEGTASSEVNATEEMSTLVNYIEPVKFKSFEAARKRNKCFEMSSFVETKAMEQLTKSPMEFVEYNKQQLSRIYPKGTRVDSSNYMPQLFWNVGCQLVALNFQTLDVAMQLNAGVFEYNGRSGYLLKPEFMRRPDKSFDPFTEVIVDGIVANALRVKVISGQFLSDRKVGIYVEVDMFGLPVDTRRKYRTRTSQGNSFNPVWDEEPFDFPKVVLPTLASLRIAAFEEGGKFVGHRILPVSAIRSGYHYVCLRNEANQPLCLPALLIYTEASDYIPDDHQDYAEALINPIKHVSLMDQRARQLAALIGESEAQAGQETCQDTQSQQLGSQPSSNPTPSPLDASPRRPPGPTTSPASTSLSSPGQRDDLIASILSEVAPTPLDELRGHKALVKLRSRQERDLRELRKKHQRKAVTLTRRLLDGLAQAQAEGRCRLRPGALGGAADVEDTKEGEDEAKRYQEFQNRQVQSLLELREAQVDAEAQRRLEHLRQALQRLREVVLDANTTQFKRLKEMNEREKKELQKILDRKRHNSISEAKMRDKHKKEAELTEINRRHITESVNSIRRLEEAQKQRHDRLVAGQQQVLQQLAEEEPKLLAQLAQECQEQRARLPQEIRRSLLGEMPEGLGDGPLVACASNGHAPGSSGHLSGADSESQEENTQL
# * marks the source's active call; other numbers are inactive results; x = not tested or not shown; & = joins results of further samples. Random draw from the library; any-hit rate near 7.4%.
# Start of the listing, in advance (four entries):
SMILES,hcDAF12 agonist,DAX1 inh-1,ADAM17 inh,ssDAF12 agonist,PLCg1 inh,Rev-erbA mod,SMARCA2 activ,MBD2 DNA inh,DAX1 inh-2,hgDAF12 agonist,PLC-beta3 inh
CCOc1ccc(CN2CCC(C(=O)Nc3cccc(-c4ccn[nH]4)c3)CC2)cc1Cl,1.7,-1.0,-0.5,-1.6,2.0,-4.2,-2.3,5.8,-0.9,0.3,-6.4
CC1=C(C(N)=O)C(c2ccccc2)n2nc(-c3cccs3)nc2N1 (stereo not given),-0.7,0.0,-16.7,-1.5,-31.7,1.2,2.6,0.1,1.3,0.0,-37.5
O=c1c2nnn(-c3cccc(F)c3)c2ncn1Cc1ccccn1,-1.3,-0.1,-0.8,-2.0,3.0,-1.9,-1.7,-8.9,0.4,-0.2,-5.5
CN(C)/N=C/C=C1\CC/C(=C\c2ccc(Br)cc2)C1=O,-0.5,0.1,-5.8,-1.4,-7.4,7.4,0.4,1.1,-0.9,-2.1,-6.2

# This part in full, repeating the preview:
SMILES,hcDAF12 agonist,DAX1 inh-1,ADAM17 inh,ssDAF12 agonist,PLCg1 inh,Rev-erbA mod,SMARCA2 activ,MBD2 DNA inh,DAX1 inh-2,hgDAF12 agonist,PLC-beta3 inh
CCOc1ccc(CN2CCC(C(=O)Nc3cccc(-c4ccn[nH]4)c3)CC2)cc1Cl,1.7,-1.0,-0.5,-1.6,2.0,-4.2,-2.3,5.8,-0.9,0.3,-6.4
CC1=C(C(N)=O)C(c2ccccc2)n2nc(-c3cccs3)nc2N1 (stereo not given),-0.7,0.0,-16.7,-1.5,-31.7,1.2,2.6,0.1,1.3,0.0,-37.5
O=c1c2nnn(-c3cccc(F)c3)c2ncn1Cc1ccccn1,-1.3,-0.1,-0.8,-2.0,3.0,-1.9,-1.7,-8.9,0.4,-0.2,-5.5
CN(C)/N=C/C=C1\CC/C(=C\c2ccc(Br)cc2)C1=O,-0.5,0.1,-5.8,-1.4,-7.4,7.4,0.4,1.1,-0.9,-2.1,-6.2
O=C(O)CCC(=O)NCc1ccc2[nH]c3c(c2c1)CCCC3,-0.2,-2.2,-18.4,-0.5,-118.5,-3.1,0.6,0.1,-0.5,0.7,-147.3
CCOC(=O)c1c(NC(=O)CSc2ncccn2)sc2c1CCN(Cc1ccccc1)C2,-0.5,-1.1,-5.5,-2.2,-4.4,1.2,0.3,0.5,-2.3,-0.6,-7.7
COc1cc(CNc2ccc(N3CCN(C(C)=O)CC3)cc2)ccc1OCc1ccc(F)cc1,-0.8,-1.1,-21.8,-1.5,-81.1,-2.7,-1.1,2.1,-0.3,11.2*,-115.6
COc1cccc(CN(C)C(=O)c2ccc(S(=O)(=O)Nc3ccccc3C)cc2)c1OC,-1.2,1.4,6.1,-1.4,1.6,4.1,-1.3,-2.5,-0.4,-2.9,2.6
Cc1ncc(CN2CCCC(C(=O)Nc3ccc(-n4ccnc4C)cc3)C2)cn1 (stereo not given),-1.0,0.1,-0.6,-0.8,0.2,3.3,2.2,0.0,1.5,0.7,-6.9
O=C(COc1ncnc2ccccc12)N1CCN(S(=O)(=O)c2ccccc2)CC1,-1.3,-0.4,-2.8,-1.7,-0.1,-6.2,0.2,5.9,-0.4,-0.6,2.1
CNC(=O)COC(=O)CCC(=O)c1ccc(Cl)cc1,0.6,-0.4,-1.7,-1.0,-4.4,5.5,0.1,-5.3,0.5,-3.0,-3.9
O=C(O)c1cccc(CSc2ncn[nH]2)c1,-1.4,0.3,-4.0,-0.3,2.2,-6.4,-0.9,-1.3,-1.4,2.6,-5.5
Cc1cc(C(=O)Nc2ccccn2)cs1,1.6,2.3,1.0,-0.3,3.4,-3.4,2.7,-5.2,0.8,8.5,0.7
CN(C)CCC=C1c2ccccc2C=Cc2ccccc21,-0.1,0.2,-3.7,-1.0,5.7,-5.6&-1.3,-5.0,2.6,0.1,-1.9,-1.5
O=C(N/N=C/c1cccs1)c1[nH]ncc1Br,3.3,3.1,5.3,-0.2,12.4*,4.4,3.9,0.3,1.5,8.4,3.4
O=C(CCC1CCCN(Cc2ccc3c(c2)OCCO3)C1)NCc1ccccc1F (stereo not given),1.5,-0.3,-5.3,-1.0,0.5,4.1,0.0,-0.6,-0.3,-0.4,-7.0
Nc1c([N+](=O)[O-])c(=O)sc2ccccc12,-0.2,-0.2,-0.4,-0.3,3.4,1.1,-0.8,-2.0,x,-0.8,4.0
COc1ccc(OC)c(NC(=O)C2CCN(c3nc(C)cc(C)n3)CC2)c1,-2.0,0.1,-2.4,-1.1,0.7,4.7,-2.2,0.8,0.9,-0.1,1.9
CCN(CC(=O)Nc1ccc(NC(C)=O)cc1)C(=O)c1ccc(NC2CC2)c([N+](=O)[O-])c1,0.2,-0.6,-3.4,-1.1,1.7,4.1,-1.1,-4.3,0.2,-0.6,-5.8
CCC(CCC(=O)Nc1cccc([N+](=O)[O-])c1)C(=O)O (stereo not given),0.5,0.6,-0.1,-0.5,3.7,-1.8,0.1,-3.6,-1.1,-0.6,-4.2
COCCn1cnc2c1c(=O)n(Cc1ccc(C#N)cc1)c(=O)n2Cc1ccccc1,1.7,-0.2,-2.7,-0.7,1.6,0.0,-3.9,1.3,1.8,-0.1,-4.5
CC(=O)NCCC(=O)N(Cc1ccccc1)c1nc2c(C)cccc2s1,-1.1,-0.7,0.1,-0.7,0.8,2.0,-1.7,-1.1,-0.1,1.3,-6.9
O=C1CN(C(=O)COc2ccc(F)cc2Br)c2ccccc2N1,-1.8,-1.2,-3.1,-1.5,0.4,0.2,3.5,-5.5,-1.2,3.7,-8.9
Cc1c(NC(=O)c2cccc(F)c2)c(=O)n(-c2ccccc2)n1C,-1.6,-1.0,0.3,-1.9,-1.6,0.5,5.3,-4.3,0.7,-1.3,2.5
COc1cc(NC(=S)NCCN2CCOCC2)cc(OC)c1OC,1.5,0.8,-4.0,-0.1,5.8,-2.7,-3.2,-3.1,-0.2,-0.9,-1.6
COc1ccc(N2C(=O)C3CCCN3C2c2ccccc2)cc1 (stereo not given),1.0,0.8,-0.4,-0.8,-0.2,1.0,1.0,1.1,3.1,3.9,-0.8
O=C(NC(=S)N1CCCC1)c1ccccc1Cl,-0.6,0.9,-4.9,-1.2,-0.5,-0.7,-2.0,1.6,2.4,1.6,-6.0
Cn1nc(OC(=O)Nc2cccc(Cl)c2)cc1C(F)(F)F,-1.4,-0.3,2.6,-0.5,5.6,3.1,2.0,-0.8,0.8,1.5,-0.1
CC1(C)N=C(N)N=C(N)N1c1cccc(C#N)c1,-0.8,-3.5,-2.4,-1.2,2.5,3.9,-2.2,8.4,-0.9,-5.4,2.6
S=C(NCCc1ccccc1)N/N=C/c1cccc(Cl)c1Cl,1.4,-0.2,0.6,-1.2,-1.7,0.4,2.5,1.6,-0.8,-0.3,-0.3
Cc1occc1-c1nnc(SCC(=O)Nc2ccccn2)o1,1.6,3.7*,1.0,-1.3,0.0,-5.9,1.1,3.8,0.6,5.8,-81.5
c1ccc(N2CCN(c3ccccc3)C2c2ccncc2)cc1,1.1,0.4,2.0,-1.3,2.1,4.8,-1.1,-1.9,-1.1,5.4,7.1
COc1ccc(-n2c(SCC(=O)N/N=C/c3ccccc3OCC(=O)O)nc3ccccc3c2=O)cc1,-0.1,0.0,-9.0,-1.7,4.6,1.0,-3.0,7.4,0.0,-2.1,-16.1
COc1ccc(C(=O)NCC(=O)OCc2ccc(Cl)cc2Cl)cc1OC,-0.8,1.3,-1.1,-0.8,1.0,4.9,-3.2,-1.4,-0.1,-1.4,-6.8
O=P(Cc1cccc2ccccc12)(c1ccccc1)c1ccccc1,-2.3,-1.0,4.3,-1.0,-0.3,-1.3,-4.0,2.5,0.8,1.1,-4.7
CCn1c(N2CCN(C(=S)Nc3ccc(OC)cc3)CC2)nc2ccccc21,-2.3,0.7,0.0,-2.4,3.2,-1.9,-2.3,0.6,0.4,-2.3,-3.0
CCCC[C@H]1COCCS(=O)(=O)N1Cc1cccc(F)c1,-1.9,0.2,-5.2,-1.3,1.4,2.9,-1.1,-0.5,-0.1,0.0,-1.8
CCC(Sc1nc(-c2cccc(OC)c2)c(C#N)c(=O)[nH]1)C(=O)Nc1nnc(C(C)C)s1 (stereo not given),-1.5,0.3,-1.8,-1.1,-5.2,-2.9,-4.7,4.4,1.2,-3.0,-11.6
Cc1ccc(SCCNC(=O)/C=C/c2cccc([N+](=O)[O-])c2)cc1,0.0,-0.1,1.3,-1.6,-0.9,1.1,-2.3,-0.5,-0.4,1.5,-3.4
CCOCCCNC(=O)CSc1nnc(-c2ccc(S(=O)(=O)N3CCCC3)cc2)n1C,-1.0,-0.2,-5.6,-1.0,-3.3,-1.6,0.1,2.4,0.3,0.8,-5.2
Cc1ccc(C2OCC3(CO2)COC(c2ccc(C)cc2)OC3)cc1 (stereo not given),0.6,0.1,2.1,-1.1,-0.4,-4.1,-2.5,5.3,-1.0,-1.9,0.8
CCCCN1C(=O)C(CC(=O)NCCCCc2ccccc2)CC(C(=O)N(C)C)=C1C (stereo not given),0.5,0.0,3.7,-0.7,5.5,-0.5,-3.7,-5.0,1.4,0.8,7.4
Cc1ccc2nc(-c3ccc(Cl)cc3)c(Cc3cccc(F)c3)n2c1,-0.1,3.0,-8.9,0.2,-7.1,-5.1,0.7,3.0,x,8.3,-10.9
Cc1ccc(C(=O)N/C(=C\c2ccc(-c3ccc([N+](=O)[O-])cc3)o2)C(=O)NC2CCS(=O)(=O)C2)cc1 (stereo not given),0.5,-0.9,-1.9,-1.0,-52.2,6.9,-1.7,-5.5,-1.2,-2.5,-57.6
Cc1ccc2nc(Cl)c3cc(C(=O)N(CCN(C)C)Cc4ccco4)sc3c2c1,3.1,2.2,-11.6,-1.0,-13.6,-4.5,1.2,6.6,-0.5,1.2,-17.6
O=C(O)c1ccc2c3c(cccc13)C(=O)N(c1cccc3ccccc13)C2=O,2.6,0.3,2.4,-0.7,1.3,-6.1,1.1,3.5,4.5*,0.8,0.5
CC(=O)Nc1nnc(SCC(=O)N2CCN(Cc3ccccc3)CC2)s1,-1.2,0.4,-0.6,-1.1,-2.5,-2.1,-2.5,-3.8,0.5,-1.6,5.9
CCOc1cc(CNc2ccc(Br)cc2)cc(Br)c1OCC(=O)NC(C)(C)C,-0.7,0.7,-0.5,-0.8,-2.0,x,-2.4,0.5,1.3,1.2,4.3
CN(Cc1nc2ccccc2[nH]1)C(=O)C1CCC(=O)N(CCc2cccc(F)c2)C1 (stereo not given),-0.2,-1.1,-3.6,0.1,0.3,1.4,-0.2,2.0,0.6,2.8,-7.3

# Entries of single compounds from above. Order of values: hcDAF12 agonist	DAX1 inh-1	ADAM17 inh	ssDAF12 agonist	PLCg1 inh	Rev-erbA mod	SMARCA2 activ	MBD2 DNA inh	DAX1 inh-2	hgDAF12 agonist	PLC-beta3 inh
# Results for CCOCCCNC(=O)CSc1nnc(-c2ccc(S(=O)(=O)N3CCCC3)cc2)n1C → -1.0	-0.2	-5.6	-1.0	-3.3	-1.6	0.1	2.4	0.3	0.8	-5.2
# Results for CCCC[C@H]1COCCS(=O)(=O)N1Cc1cccc(F)c1 → -1.9	0.2	-5.2	-1.3	1.4	2.9	-1.1	-0.5	-0.1	0.0	-1.8

# Source: PubChem
